# From PubChem BioAssay
# FBPA coupling cs – inhibits coupling enzyme system, counter-screen for aldolase hits | coupling enzyme system counterscreen, AmpLite Red fluorescence | activity change, negative = inhibition, % at 58.2 µM, hits read low | 290,000 tested, 0.67% active | AID 2472; in the data active = activity change below about -30%
#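 Fluorescence at 525 nm excitation and 598 nm emission measured inhibition of the coupled detection system without aldolase. Compounds (at 57.5 uM final) were preincubated 10 min at room temperature with coupling enzyme reagent before a 20 min substrate/AmpLite Red step.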
# BCR signal inh – blocks chronic active B-cell receptor signaling; ABC-DLBCL IkBa-CBG/CBR reporter, luminescence ratio, 4 h; 340,000 tested, 0.05% active; AID 493014; Potency, µM (highest dose often 46.1 µM), for inactives: at the top dose ratio change, negative = lower green/red ratio, actives largely listed as inhibitors; active = well fitted inhibition curve with a large enough effect in the signal ratio, with a control signal flat, not every such curve was filed as active; inconclusive = small, poorly fitted or top-dose-only effect, or effect the other way, or a change in a side signal; the % refers to the signal ratio;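 note: potency is the fitted concentration of half-maximal effect; plate controls were basal doxycycline-induced cells for no effect and cells given 10 µM MG132 for full effect; MG132 reads +100%, hits lower the ratio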
#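 Cell line TMD8 (human ABC DLBCL), stably expressing tet-inducible CBG68-IkBa fusion and CBR; IMDM/0.5% FBS; cpd up to 46 uM; dox induction, 4 h, 37C/5% CO2; dual luminescence; green/red ratio; MG132 control.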
# Eya2 phos inh – inhibitors of human Eya2 phosphatase activity | 330,000 tested, 0.006% active | AID 488837 | recombinant Eya2, OMFP fluorescence dephosphorylation (OMFP is methylfluorescein phosphate) | O00167 | Potency, µM (series often up to 76.9 µM), for the others: at the top dose activity, negative = inhibition, hits mostly inhibitors; note: potency is the fitted concentration of half-maximal effect
#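 Eya2 (0.2 uM) preincubated 10 min at ambient with compound, then OMFP substrate added at 50 uM; 10 min reaction in 50 mM HEPES pH 7.5, 50 mM NaCl, 5 uM MgCl2, 0.05% BSA, 1 mM DTT. Fluorescence read at Ex 485/Em 525 nm.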
# hERG WT inh – blocks the wildtype human KCNH2 potassium channel; Q12809; U2OS, BacMam KCNH2, thallium flux FluxOr; active compounds read low; activity change, % at 1.84 µM; 340,000 tested, 0.37% active; AID 720551;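 active = maximum activity change below -70%; inconclusive = maximum activity change between -70% and -50%; inactive = maximum activity change above -50%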
#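 U2OS cells were transduced with wild-type KCNH2 virus (2.03 x 10^8 / mL) for 4 h at room temperature, then cultured overnight at 37 C. Thallium flux was read with FluxOr dye. Rate constants were normalized to DMSO controls.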
# GALK inhibitor – blocks human galactokinase activity. AID 1868. Potency, µM (highest dose often 57.5 µM), inactives show top-dose activity change, negative = inhibition, hits mostly inhibitors. P51570. 270,000 tested, 0.007% active. Purified GALK, Kinase-Glo residual ATP luminescence; note: potency is the fitted concentration of half-maximal effect
#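 Human GALK (5 nM) with 35 uM ATP and 100 uM galactose in 20 mM HEPES pH 8.0, 5 mM MgCl2, 60 mM NaCl, 1 mM DTT, 0.01% BSA. After 1 h at room temperature, leftover ATP was read by Kinase-Glo Plus luminescence.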
# uPA surface inh – inhibitors of cell surface uPA generation. AID 540303. Potency, µM (doses to about 38.3 µM), for inactives: top-dose activity change, negative = inhibition, actives largely listed as inhibitors. cell surface uPA generation assay, qHTS. 330,000 tested, 0.31% active; active = well fitted inhibition curve with a large enough effect; inconclusive = small, poorly fitted or top-dose-only effect; inactive = no such curve, though single readings can be large or run the other way; tested in mouse RAW 264.7 cells; note: potency is the fitted concentration of half-maximal effect; nearly all actives have a fitted effect of over 55% in size
# PKM2 activator – activators of human pyruvate kinase M2. Potency, µM (highest dose often 57.5 µM), for inactives: top-dose activation, usual class: activators. P14618. AID 1631. 260,000 tested, 0.34% active. purified PKM2, Kinase-Glo ATP luminescence, activation; response scale: 0% is enzyme alone, no compound; note: potency is the fitted concentration of half-maximal effect; nearly all actives have a fitted effect of over 55% in size
#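 hPK-M2, >95% pure; 0.1 mM ADP / 0.5 mM PEP final; imidazole pH7.2 buffer w/ 7 mM MgCl2, 50 mM KCl; 1 h RT; Kinase-Glo lum. Intermediate enzyme activity for dual inhibitor/activator qHTS.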
# KCNH2 3.1 block – inhibitors of human KCNH2 3.1 potassium channel isoform | U2OS KCNH2 3.1, thallium flux FluxOr; active compounds read low | activity change, % (tested at about 1.8 µM) | AID 720553 | 340,000 tested, 0.95% active;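 active = maximum activity change below -70%; inconclusive = maximum activity change from -70% to -50%; inactive = maximum activity change above -50%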;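 note: thallium influx rate constant from kinetic fluorescence after stimulation buffer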
#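 Channel expression came from 3.1 mutant virus (1.77 x 10^8 /mL) applied to suspended U2OS cells for 4 h. Flux was tracked with FluxOr dye plus Red40 quencher, and kinetic rate constants normalized to controls.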
# Giardia killer – kills Giardia lamblia. 340,000 tested, 0.15% active. Giardia lamblia trophozoite viability. activity change, % at 7.66 µM, hits read low. AID 540267; in the data active = activity change below about -80%; inconclusive = between about -30% and that limit;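 note: parasites exposed to compound for two days anaerobically before the ATP read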
#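 Media and compound were dispensed first, then trophozoites at 100 cells/well; plates sat 48 hrs at 37 deg C without oxygen before ATP luminescence reagent was added and read after 15-30 min at room temperature.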
# B2AR arrestin – recruits beta-arrestin to the human beta2-adrenergic receptor. P07550. beta-arrestin recruitment to beta2AR, cell-based reporter. Potency, µM (top dose mostly 46.1 µM), inactives show top-dose activation, actives largely listed as activators. 330,000 tested, 0.02% active;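 note: potency is the fitted concentration of half-maximal effect; 0% = DMSO controls and full agonism = EC100 isoproterenol or metaproterenol; nearly all actives have a fitted effect of over 65% in size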
# Target sequence (P07550 whole entry, looked up): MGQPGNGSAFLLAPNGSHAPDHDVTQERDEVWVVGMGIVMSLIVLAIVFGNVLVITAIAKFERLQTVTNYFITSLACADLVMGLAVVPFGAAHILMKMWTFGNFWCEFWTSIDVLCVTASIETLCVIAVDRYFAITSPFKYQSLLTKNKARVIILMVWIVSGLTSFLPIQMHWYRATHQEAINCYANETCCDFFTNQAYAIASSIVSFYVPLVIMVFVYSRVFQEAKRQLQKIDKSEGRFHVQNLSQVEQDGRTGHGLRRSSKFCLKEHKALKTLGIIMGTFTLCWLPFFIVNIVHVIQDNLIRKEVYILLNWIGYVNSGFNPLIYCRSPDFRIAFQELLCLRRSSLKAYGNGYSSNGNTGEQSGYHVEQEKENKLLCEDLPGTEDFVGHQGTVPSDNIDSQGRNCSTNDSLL
# USP2a inh – blocks human ubiquitin-specific protease USP2a; 330,000 tested, 0.01% active; O75604; USP2 core, Ub-CHOP2 coupled fluorogenic reporter, 485/531; Potency, µM (highest dose often 38.3 µM), inactives show at the highest dose activity change, negative = inhibition, most hits filed as inhibitors;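 note: potency is the fitted concentration of half-maximal effect; plate controls were DMSO wells for no effect and full inhibition by NEM control for full effect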
# Target sequence (O75604 whole entry, looked up): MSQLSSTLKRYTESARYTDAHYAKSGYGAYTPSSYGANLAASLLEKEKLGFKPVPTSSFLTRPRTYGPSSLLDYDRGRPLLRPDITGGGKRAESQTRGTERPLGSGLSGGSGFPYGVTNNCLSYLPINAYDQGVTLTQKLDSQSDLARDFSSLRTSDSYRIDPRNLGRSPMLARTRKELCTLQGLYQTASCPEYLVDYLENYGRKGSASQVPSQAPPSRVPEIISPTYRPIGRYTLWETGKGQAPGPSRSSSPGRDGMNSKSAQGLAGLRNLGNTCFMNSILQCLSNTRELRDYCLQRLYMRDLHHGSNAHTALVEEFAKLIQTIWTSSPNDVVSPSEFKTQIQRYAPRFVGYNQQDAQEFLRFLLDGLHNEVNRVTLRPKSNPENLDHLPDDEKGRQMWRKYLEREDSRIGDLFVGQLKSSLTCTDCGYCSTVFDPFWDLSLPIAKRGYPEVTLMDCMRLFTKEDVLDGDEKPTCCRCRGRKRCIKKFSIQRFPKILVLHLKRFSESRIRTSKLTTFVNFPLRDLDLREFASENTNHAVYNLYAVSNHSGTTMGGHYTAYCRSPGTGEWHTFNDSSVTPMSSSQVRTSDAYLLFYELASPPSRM
#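 Cell-free coupled assay: 10nM USP2 core preincubated 30min RT with compound in Tris-HCl pH 8.0/CaCl2/CHAPS buffer, then 25nM Ub-CHOP2 and 25nM reporter substrate; fluorescence (Ex 485/Em 531) read after 60min RT, normalized to NEM inhibition, concentration-response curves fitted.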
# Active calls of the source: *; ? = inconclusive; · = not tested or not shown; & = joins results of further samples; [ ] = remark or other dose. Unless noted, calls come from the whole dose curve; as a rule, active = well fitted curve in the direction sought with a large enough effect; inconclusive = small, poorly fitted or top-dose-only effect, or another doubt; inactive = no such curve, though single readings can be large; an effect the other way counts as inactive or inconclusive. Unless noted, % is set by controls: 0 for no effect and ±100 for the full control effect. These rows are one share of the data (hit frequency here may not be typical).
SMILES,FBPA coupling cs,BCR signal inh,Eya2 phos inh,hERG WT inh,GALK inhibitor,uPA surface inh,PKM2 activator,KCNH2 3.1 block,Giardia killer,B2AR arrestin,USP2a inh
COc1ccc(C(=O)NC(=S)N2C[C@H]3C[C@H](C2)c2cccc(=O)n2C3)cc1,-0.2,?,13.1%,0.2,·,2.1%,-0.6%,14.3,10.5,-0.7%,0.1%
COCCOC(=O)c1c(C)oc2ccc(OC(=O)N(C)C)cc12,-3.6,6.6%,-3.6%,-10.1,3.0%,-3.8%,-7.9%,1.7,-19.8,-0.4%,-0.3%
CC(=O)N1CN2CN(C(C)=O)CC(C(=O)c3ccccc3)(C2)C1,4.9,0.2%,3.4%,10.8,0.2%,-4.0%,3.6%,-5.3,?,0.2%,-2.2%
O=C1NC(=O)N(CCc2ccc(F)cc2)C(=O)/C1=C/c1cccs1,3.7,?,16.2%,-35.3,-4.9%,2.6%,?,-10.0,-19.3,0.3%,1.6%
Cc1ccc2c(c1)CC1(CN2C)C(=O)NC(=O)N(CCc2ccccc2)C1=O (centres undefined),-3.4,?,-3.5%,1.8,-0.9%,2.9%,-1.6%,-9.0,-3.2,0.4%,-0.4%
COC(=O)C1=C(c2cccc(C#N)c2)C[C@@H]2CC[C@H]1N2C(=O)NCc1ccco1,·,0.3%,2.4%,·,·,13.4%,·,·,-9.6,0.1%,-2.0%
c1ccc(CN2CCN(CCCNc3ccc4nnc(-c5ccccc5)n4n3)CC2)cc1,0.6,?,0.0%,17.2,-0.3%,?,-8.8%,-11.9,-2.9,-1.1%,-0.3%
O=C(Oc1ccc([N+](=O)[O-])cc1)N1CCC(N2CCCCC2)CC1,9.7&1.4,-1.7%,10.7%,7.3,·,11.0%,-8.2%&-2.0%,-5.3,4.2,-0.5%,2.3%
O=c1[nH]c(=O)n(-c2ccccc2Cl)c(O)c1C=NCCN1CCCCC1,0.4,?,13.6%,-0.1,0.3%,0.2%,-4.3%,-2.2,-7.7,0.1%,3.7%
CO[C@H]1[C@@H](OC)CC(OC2OC(CO)C(O)C(O)C2O)/C(=C\C#N)[C@@H]1O (some centres undefined),1.3,0.0%,3.5%,·,·,14.9%,-15.9%,·,-3.2,-0.6%,0.6%
Cc1ccc(NC(=O)Cn2c(=O)oc3ccccc32)cc1Cl,-0.7,?,2.8%,-7.3,-0.8%,-1.1%,·,1.2,-14.9,-0.3%,-9.3%
Cc1sc2c(c1C)C(c1cccs1)=NCC(=O)N2CC(=O)NCc1cccs1,1.2,-10.6%,2.2%,15.7,17.6%,10.7%,-1.0%,-10.2,5.7,-0.9%,-3.2%
FC(F)(F)c1ccccc1CNCCc1c[nH]c2ccccc12,3.0,2.4%,-10.2%,0.6,4.6%,15.7%,·,-8.3,12.3,0.5%,0.3%
Cc1ccsc1C(=O)C1CCCN(Cc2cnc(N3CCCC3)s2)C1 (centres undefined),-0.4,0.8%,3.3%,1.4,-2.1%,1.9%,1.4%,25.4,-3.2,0.3%,3.4%
O=P(NCc1ccccc1)(Oc1ccccc1)Oc1ccccc1,0.1,2.2%,-2.8%,-13.0,0.6%,7.7%,1.2%,5.8,-2.6,-1.1%,2.9%
C1=CC(Cc2cncs2)c2ccccc21 (centres undefined),·,-12.9%,-10.9%,26.8,·,1.3%,·,-43.6,-4.7,0.3%,0.2%
O=C(c1cc2cc3ccc(Cl)cc3nc2o1)N1CCC2(CC1)OCCO2,1.2,2.0%,3.7%,-9.7,2.6%,1.2%,-1.8%,-6.8,7.8,-0.3%,-9.1%
COc1cccc(CN2CC=C(c3ccc(F)cc3)CC2)c1,3.2,?,3.5%,10.0,3.0%,-1.0%,6.5%,-26.8,-0.5,-0.5%,2.7%
CNC(=O)O/N=C(\C)Cc1nnn(-c2cc(C)on2)n1,1.6,-19.3%,10.7%,-9.5,4.7%,0.1%,-2.3%,-16.8,18.2,0.8%,3.2%
CCCCCCC(=O)c1c(O)n(-c2ccccc2OC)c(=O)[nH]c1=O,9.5,-2.6%,-10.8%,-10.5,0.9%,12.8%,3.6%,-1.5,5.2,-0.5%,-0.8%
CN(C)C(=O)Oc1ccc2c(c1)O/C(=C\c1ccccc1)C2=O,1.3,?,-4.6%,5.2,0.6%,-5.9%,·,-8.4,-2.7,0.2%,1.5%
COc1cc(OC)c(OC)cc1/C=C1/C(=O)NC(=O)N(Cc2ccccc2)C1=O,1.9,-0.9%,-7.1%,6.6,0.0%,0.8%,10.0%,6.8,-23.3,3.3%,2.4%
N#CC1(c2ccccc2)CCN(C2CC(=O)N(c3ccc(F)cc3)C2=O)CC1 (centres undefined),2.4,?,?,·,1.8%,18.9%,-6.4%,3.1,26.4,-0.2%,0.3%
CC(Cc1ccsc1)NCc1cn[nH]c1-c1ccc(F)cc1F (centres undefined),-0.4,-0.3%,16.6%,5.4,10.3%,-1.1%,1.5%,3.1,-0.1,-0.7%,1.2%
COC(=O)C1=C(c2ccc(OCc3ccccc3)cc2)C[C@@H]2CC[C@H]1N2C(=O)NCCCc1ccccc1,·,-4.0%,-24.4%,3.8,·,?,·,-7.7,-14.9,-3.8%,2.1%
# Going on with the list.
SMILES,FBPA coupling cs,BCR signal inh,Eya2 phos inh,hERG WT inh,GALK inhibitor,uPA surface inh,PKM2 activator,KCNH2 3.1 block,Giardia killer,B2AR arrestin,USP2a inh
CCNC(=S)NCCC1=c2ccccc2=N/C1=C\c1c(O)n(C)c(=O)n(C)c1=O,-8.8,?,?,-1.4,-6.0%,?,16.4%,-4.7,-16.0,-0.5%,1.0%
CCCCn1c(O)c(C(CC)=Nc2ccc(C(=O)O)cc2)c(=O)[nH]c1=O,-5.0,?,-10.7%,6.1,0.9%,5.6%,3.1%,5.3,5.5,0.5%,4.2%
CCOC(=O)c1ccc(N=Cc2c(O)n(-c3ccccc3F)c(=S)[nH]c2=O)cc1,0.0,3.6%,-1.8%,1.2,0.3%,6.0%,-0.5%,-13.8,-6.7,-0.8%,1.2%
CCOC(=O)c1ccc(NC(=O)N2CC3CC(C2)c2cccc(=O)n2C3)cc1 (centres undefined),·,3.3%,-4.7%,-2.0,-5.0%,6.8%,1.4%,14.4,1.8,0.0%,2.1%
COC(=O)C1=C(c2ccc(F)cc2OCc2ccccc2)C[C@@H]2CC[C@H]1N2C(=O)NCc1ccccc1,·,?,1.3%,0.9,·,?,·,-20.3,?,-0.9%,-3.7%
COCCCn1c(N)c(C(=O)NCc2ccco2)c2nc3ccccc3nc21,-35.0*,?,5.2%,4.6,?,-2.0%,15.6%,0.3,-26.0,-0.2%,-1.1%
CCCCCCC(=O)c1c(O)n(-c2ccccc2OC)c(=O)[nH]c1=O (tested in a mixture with another compound),4.0,-5.2%,-6.5%,-22.1,·,5.2%,1.3%,9.7,-7.4,-1.2%,-1.2%
CC(=O)c1ccc(OC(NC(=O)Cc2ccccc2)C(Cl)(Cl)Cl)cc1 (centres undefined),-0.5,-0.7%,6.1%,3.2,-4.3%,-5.1%,-8.7%,-5.6,-7.4,-0.1%,1.4%
CN1CCN(C(=O)COc2ccc(S(=O)(=O)N(C)Cc3ccccc3)cc2)CC1,5.9,12.3%,9.9%,-15.8,-0.6%,7.4%,-0.5%,-11.6,-14.0,0.4%,0.0%
COc1ccc(O)c(/C=N/NC(=S)Nc2cccnc2)c1,0.2,-14.1%,8.7%,-6.4,5.2%,11.2µM*,0.5%,-5.9,5.6,0.1%,-0.2%
CC1CCCCC1NC1CCN(C)CC1 (centres undefined),1.0,0.0%,-3.3%,3.0,6.3%,9.8%,1.0%[11.5 µM],-19.3,-19.1,-0.9%,4.8%
O=C1N[C@@H](Cc2ccccc2)COC(=O)[C@H](Cc2ccc(F)cc2)C/C=C\C[C@@H]1CC(=O)N(CCO)Cc1ccccc1,·,1.7%,0.2%,·,·,-17.3%,·,·,-4.7,0.0%,-0.1%
C(=N\Nc1nc2ccccc2[nH]1)/c1cccc2nccnc12,0.6,?,-13.8%,-5.7,·,-13.5%,-2.4%,-4.9,0.1,-0.6%,2.3%
